Runt-SMMHC FRET: inhibitors of RUNX1 Runt–CBFb-SMMHC binding, primary screen, biochemical, FRET, Cerulean-Runt, Venus-CBFb-SMMHC, uHTS; hit rate 0.74% among 220,000; Cerulean-Runt/Venus-CBFb-SMMHC FRET ratio 530/480, 1 h; Runt-related transcription factor 1 (Homo sapiens) + Core-binding factor subunit beta …; inhibition, % at 20 µM;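 active = mean inhibition across duplicate retests at 20 µM reaching about 50%, limit read from the data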;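 also: 0% = DMSO wells and 100% = wells with excess untagged CBFb-SMMHC; inhibitors lower the FRET ratio by blocking Runt binding to CBFb-SMMHC; some results filed as inactive read as strong as hits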
Runt-CBFb FRET: inhibitors of RUNX1 Runt–CBFb binding, primary screen, biochemical, FRET, Cerulean-Runt, Venus-CBFb, uHTS; Cerulean-Runt/Venus-CBFb FRET ratio 530/480, 1 h; hit rate 0.46% among 220,000; inhibition, % at 20 µM;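 active = inhibition over about 50% at 20 µM in the single-dose screen, limit read from the data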;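 also: 0% = DMSO wells and 100% = excess unlabeled CBFb competitor control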
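Measured by: fluorescence energy transfer, 422 nm excitation, 530/480 nm emission; Assay system: Cerulean-Runt domain; Medium: Tris pH 7.5 buffer with BSA; Measure: loss of energy transfer signal; Controls: 5 µM unlabeled CBFb as full-inhibition high control; Incubation: protein complex preformed 1 h, compound exposure 1 h, room temperature, dark.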
p97 inhibitor: inhibitors of human p97 ATPase, primary screen, biochemical. inhibition, % at 8 µM. hit rate 0.42% among 220,000. Transitional endoplasmic reticulum ATPase (Homo sapiens), P55072. recombinant p97 ATPase, Kinase-Glo ATP luminescence, 3 h; in the data active = inhibition above about 15%;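 also: 0% = DMSO vehicle and 100% = wells lacking enzyme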
Mdm2 ligase inh: MDM2-luciferase reporter signal enhancers, primary screen, MDM2 E3 ligase inhibitor project, cell-based, luminescence, 1536-well; E3 ubiquitin-protein ligase Mdm2 (Homo sapiens), Q00987; cell-based MDM2 ubiquitination luciferase reporter, 2 h; 0 = plate control, 100 = twice control, blank-subtracted; signal enhancement, % at 5 µM; hit rate 0.11% among 210,000; AID 1230, 2008;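 active = signal enhancement of 30% or more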;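 also: luminescence tracks abundance of the self-degrading MDM2-luciferase fusion protein; higher signal means inhibition of MDM2 E3 ligase activity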
Target sequence (Q00987 whole entry, looked up, the tested form may be a part): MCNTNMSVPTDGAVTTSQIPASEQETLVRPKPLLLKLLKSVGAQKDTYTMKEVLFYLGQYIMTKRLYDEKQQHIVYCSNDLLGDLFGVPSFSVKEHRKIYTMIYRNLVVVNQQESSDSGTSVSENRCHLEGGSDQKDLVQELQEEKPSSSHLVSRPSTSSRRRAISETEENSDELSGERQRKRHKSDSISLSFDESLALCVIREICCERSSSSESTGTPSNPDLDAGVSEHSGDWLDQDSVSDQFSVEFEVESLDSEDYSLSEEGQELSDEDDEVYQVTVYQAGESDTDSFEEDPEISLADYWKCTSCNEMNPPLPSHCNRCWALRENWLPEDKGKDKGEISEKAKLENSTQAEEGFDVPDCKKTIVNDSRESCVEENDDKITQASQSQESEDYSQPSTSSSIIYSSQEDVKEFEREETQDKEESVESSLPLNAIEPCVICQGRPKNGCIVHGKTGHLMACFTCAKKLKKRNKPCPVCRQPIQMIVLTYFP
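System: stable MDM2–luciferase fusion reporter cells / Input: 2000 cells seeded into each well / Schedule: 4 h settle plus 2 h compound, 37 °C / Compound: single-point 5 µM / Buffer or medium: cells held in DMEM / Benchmarks: control and blank well means / Evaluation: percent signal gain over controls, blank-subtracted / Measured by: luciferase luminescence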
Hck Nef HTS: inhibitors of Nef-activated human Hck kinase, primary screen, biochemical, Z-Lyte FRET, 384-well, Hck-YEEI | Tyrosine-protein kinase HCK (Homo sapiens), P08631 | Recombinant Hck-YEEI plus Nef, Z-Lyte FRET kinase assay | inhibition, % at 20 µM | hit rate 0.68% among 220,000 | AID 463187, 2010;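 active = Hck-Nef kinase inhibition above about 50%, limit read from the data; inactive = inhibition below that limit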;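 also: 0% = DMSO with Hck plus Nef and 100% = Hck alone without Nef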
NPY1 pot ag: NPY-Y1 receptor potentiators or agonists, primary screen, cell-based. NPY-Y1 expressing cells, potentiator/agonist activation. activation, % at 3.6 µM. hit rate 0.37% among 220,000; in the data active = activation above about 33%, passing the limit was not always enough;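 also: cells stimulated with NPY at EC10 then isoproterenol at EC100; 0% = low agonist plus stimulus and 100% = saturating agonist plus stimulus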
NPY-Y1 antag: NPY-Y1 receptor antagonists, primary screen, cell-based. inhibition, % at 3.6 µM. hit rate 1% among 200,000. HEK293-CNG Y1 cells, membrane potential fluorescence; NPY at EC95, then isoproterenol. Neuropeptide Y receptor type 1 (Homo sapiens), P25929. AID 1040, 2008;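 active = inhibition above the campaign mean inhibition of all tested compounds plus 3 SD, cut at about 20% in these data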;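 also: 0% = DMSO wells given NPY plus isoproterenol and 100% = isoproterenol alone without NPY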
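Test system – HEK293 Y1/CNG channel cell line · Also added – NPY agonist 25 nM, then isoproterenol 1 µM plus Ro 20-1724 25 µM · Compound dosing – one concentration, 3.6 µM, in 0.4% DMSO · Schedule – compound incubation 1 h at room temperature, readout 45 min post-stimulation · Technique – fluorescence, membrane potential probe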
RBBP9 inh: human RBBP9 inhibitors, primary screen, biochemical, fluorescence polarization, FP-Rh probe, HTS. AID 1515, 2009. hit rate 0.2% among 220,000. Serine hydrolase RBBP9 (Homo sapiens), O75884. inhibition, % at 7.94 µM. recombinant RBBP9;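 active = inhibition above the campaign mean of all tested compounds plus 3 SD, cut at about 14% in these data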;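 also: plate controls were DMSO wells with RBBP9 for no effect and wells lacking RBBP9 protein for full effect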
Target sequence (O75884 whole entry, looked up): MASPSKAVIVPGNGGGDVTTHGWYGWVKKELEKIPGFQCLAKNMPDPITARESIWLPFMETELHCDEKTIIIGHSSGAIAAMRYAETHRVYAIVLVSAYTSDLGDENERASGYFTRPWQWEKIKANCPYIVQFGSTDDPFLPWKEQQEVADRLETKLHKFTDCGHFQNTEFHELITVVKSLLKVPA
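System: RBBP9 protein / Buffer or medium: Tris/NaCl buffer pH 8.0 with 0.1% Pluronic / Probe or stimulus: Serine-hydrolase probe FP-Rh, 375 nM pre-mixing / Dosing: 7.94 µM single dose, 0.794% DMSO / Times: enzyme-compound preincubation 30 min, then probe labeling 45 min, 25 °C / Technique: fluorescence polarization (mP), excitation 525 nm, emission 598 nm / Replication: singlicate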
NPY-Y2 PAM-ag: NPY-Y2 potentiators or agonists, primary screen, cell-based; AID 1359, 2008; activation, % at 3.6 µM; hit rate 0.45% among 220,000; cells expressing NPY-Y2, potentiator/agonist read-out; in the data active = activation above about 27%;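 also: cells stimulated with NPY near EC25 plus isoproterenol at EC100; 0% = vehicle plus submaximal agonist and 100% = vehicle plus saturating agonist; some results beyond the cut were filed as inactive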
Target sequence (P49146 whole entry, looked up): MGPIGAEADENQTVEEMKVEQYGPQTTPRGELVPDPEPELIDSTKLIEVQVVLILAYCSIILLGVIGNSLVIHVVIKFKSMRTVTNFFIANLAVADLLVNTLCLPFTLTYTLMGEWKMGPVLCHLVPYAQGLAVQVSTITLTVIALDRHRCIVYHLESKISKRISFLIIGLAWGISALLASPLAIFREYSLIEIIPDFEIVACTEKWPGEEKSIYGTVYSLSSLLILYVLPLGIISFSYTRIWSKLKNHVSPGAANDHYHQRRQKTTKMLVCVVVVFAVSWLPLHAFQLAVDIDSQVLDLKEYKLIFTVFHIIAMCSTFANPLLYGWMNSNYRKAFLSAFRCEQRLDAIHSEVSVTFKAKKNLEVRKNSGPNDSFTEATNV
Starred values were filed as active, the others as inactive; . = no result given.

SMILES | Runt-SMMHC FRET | Runt-CBFb FRET | p97 inhibitor | Mdm2 ligase inh | Hck Nef HTS | NPY1 pot ag | NPY-Y1 antag | RBBP9 inh | NPY-Y2 PAM-ag
c1ccc(CNCCC(Cc2ccccc2)c2ccco2)cc1 (configuration not stated) | 3 | 0 | -5 | -12 | 0 | -15 | . | -7 | -17
COc1ccc(CCNC(=O)[C@@H](NC(N)=O)C(C)C)cc1 | -3 | -2 | 0 | -5 | 11 | 6 | 6 | -3 | 11
O=C1CCCC2=C1C(c1ccccn1)Nc1ccc(C(=O)c3ccccc3)cc1N2 (configuration not stated) | -1 | -3 | -1 | -17 | 2 | 2 | -2 | -2 | 0
COc1ccc(-c2cc(-c3n[nH]c(=S)n3-c3cccc4ccccc34)[nH]n2)cc1 | 18 | 3 | 6 | -3 | 15 | -23 | 55* | -2 | -28
CCOC(=O)C1CCN(C(=O)c2ccc(OCC)c(OCC)c2)CC1 | -5 | -2 | -2 | -11 | 0 | -12 | -5 | -7 | -5
O=C(Cc1coc(-c2ccc(F)cc2)n1)N1CCOCC1 | -3 | 1 | 6 | -11 | 0 | -2 | 3 | -6 | 9
CC1c2nc3ccccc3n2C(CC(=O)NC2CC2)C(=O)N1Cc1ccccc1 (configuration not stated) | -2 | 0 | 4 | -25 | 20 | 13 | -6 | 1 | 3
CCN1CC=C2C(C#N)=C(N)C(C#N)(C#N)[C@H](c3cccc(OC)c3OC)[C@H]2C1 | 62* | 41 | 0 | -17 | 18 | -28 | -1 | -5 | -2
COc1ccc(C2N(c3cc(Cl)ccc3OC)C(=O)C3CCCN32)cc1 (configuration not stated) | -8 | 2 | -1 | -10 | 8 | -2 | 6 | 6 | -16
COc1cccc(-n2c(Cc3cc(=O)[nH]c(=O)[nH]3)nnc2SCC(=O)N2CCCCCC2)c1 | 0 | 3 | -1 | -18 | -1 | -7 | 6 | -6 | 7
CC1CN(CC(=O)Nc2ccccc2Sc2ccccc2)CC(C)O1 (configuration not stated) | -9 | -4 | 1 | -1 | 1 | -14 | 2 | 2 | 12
COCCN(C(=S)Nc1ccc(Cl)cc1OC)C1CCN(C(C)=O)CC1 | 0 | 2 | -2 | . | -8 | 7 | . | -5 | -8
Cc1onc(C(=O)NC(C)c2ccccc2)c1[N+](=O)[O-] (configuration not stated) | -5 | 0 | 2 | -10 | -10 | -3 | 0 | 6 | -1
O=C(/C=C/c1cccs1)c1cc(Cl)ccc1OC(=O)N1CCOCC1 | -1 | -1 | -3 | -4 | -1 | 6 | 2 | -5 | -14
C=CCNCCCOc1ccc(Cl)cc1Br | 1 | 1 | -3 | -1 | -21 | -11 | 11 | -7 | -10

Laid out differently: two of the compounds above
smiles,Runt-SMMHC FRET,Runt-CBFb FRET,p97 inhibitor,Mdm2 ligase inh,Hck Nef HTS,NPY1 pot ag,NPY-Y1 antag,RBBP9 inh,NPY-Y2 PAM-ag
COc1ccc(C2N(c3cc(Cl)ccc3OC)C(=O)C3CCCN32)cc1 (configuration not stated),-8,2,-1,-10,8,-2,6,6,-16
COc1cccc(-n2c(Cc3cc(=O)[nH]c(=O)[nH]3)nnc2SCC(=O)N2CCCCCC2)c1,0,3,-1,-18,-1,-7,6,-6,7

Some of the entries so far, with two lines to a compound.
Below each SMILES: Runt-SMMHC FRET, Runt-CBFb FRET, p97 inhibitor, Mdm2 ligase inh, Hck Nef HTS, NPY1 pot ag, NPY-Y1 antag, RBBP9 inh, NPY-Y2 PAM-ag
> Cc1onc(C(=O)NC(C)c2ccccc2)c1[N+](=O)[O-] (configuration not stated)
  -5, 0, 2, -10, -10, -3, 0, 6, -1
> O=C(/C=C/c1cccs1)c1cc(Cl)ccc1OC(=O)N1CCOCC1
  -1, -1, -3, -4, -1, 6, 2, -5, -14

Going on with the list:
SMILES | Runt-SMMHC FRET | Runt-CBFb FRET | p97 inhibitor | Mdm2 ligase inh | Hck Nef HTS | NPY1 pot ag | NPY-Y1 antag | RBBP9 inh | NPY-Y2 PAM-ag
CN1C(=O)CC(N2CCN(CC(=O)N3CCCC3)CC2)C1=O (configuration not stated) | 0 | 0 | 0 | 10 | 2 | -23 | -3 | -5 | 4
CCCCN(CCCC)CC1OCc2ccccc2CO1 | -2 | 1 | -10 | -16 | 0 | -1 | 11 | -6 | -19
O=C(O)CCC(=O)Nc1ccccc1C(=O)N1CCN(c2ccc(Cl)cc2)CC1 | -3 | -2 | 2 | -1 | 18 | 15 | -2 | -2 | 0
COc1cccc(CNc2ncn[nH]2)c1OCc1ccc(F)cc1 | 1 | 1 | 4 | 5 | 22 | -18 | -2 | 3 | 2
CC1(C)CC(=O)c2c(nn(-c3ccccc3)c2-c2ccncc2)C1 | 1 | 2 | 0 | 7 | 2 | 23 | 9 | 0 | 11
COC(=O)c1cn(CC(=O)NCc2ccco2)c2ccccc12 | 2 | 0 | 1 | 5 | 7 | -13 | 3 | -4 | 2
C=CCN(c1ccccc1Cl)S(=O)(=O)c1cccc(C(=O)OCC(=O)N(C)C2CCS(=O)(=O)C2)c1 (configuration not stated) | -3 | -10 | -4 | 6 | 3 | -4 | 0 | 1 | -7
O=C(CN1CC(c2ccccc2)CC1=O)OCc1ccccc1F (configuration not stated) | -3 | 1 | -5 | 2 | 11 | -9 | 1 | -3 | -12
Cn1c(SCC(=O)N2CCCC2)nc2ccccc21 | 0 | -2 | 5 | -17 | 17 | 0 | 7 | -1 | -8
O=S(=O)(Cc1ccco1)Cc1nc(-c2ccc(Cl)cc2)cs1 | -5 | 9 | 14 | -11 | 5 | -4 | . | 2 | -11
COc1ccc(NC(=O)c2ocnc2C)cc1OC | -3 | -1 | -8 | 3 | -2 | -19 | 3 | -11 | -9
Cc1ccccc1NC(=O)CSc1nc2ccccc2c2nc(CCn3cncc3C)nn12 | 0 | -1 | -6 | -7 | -3 | -46 | 5 | -1 | -17
c1cncc(-c2nnc3n2N=C(c2cccs2)CS3)c1 | 0 | -1 | 7 | -10 | 2 | -19 | -4 | 1 | 9
COc1ccc(C2=CC(=O)N(Nc3ccccc3)C2=O)cc1 | -2 | 9 | 3 | -10 | 28 | -10 | -7 | -4 | 8
O=C(COC(=O)[C@H](Cc1c[nH]c2ccccc12)NC(=O)c1ccc(Cl)cc1)Nc1ccc2c(c1)OCO2 | 3 | 1 | -1 | -7 | 0 | -2 | -2 | -18 | -3
COc1ccc(C(=O)Nc2ccc(O)cc2C(=O)O)cc1 | 0 | 2 | 14 | -17 | 8 | 13 | -2 | 11 | 12
Cc1c(-c2ccccc2)nc(-c2ccccc2)[nH]c1=O | 2 | -2 | 3 | 3 | 3 | -13 | -4 | 1 | 0
CC1=C(C(=O)Nc2ccc(F)cc2)C(c2cccc(C)c2)n2nc(CCCO)nc2N1 (configuration not stated) | 5 | 0 | 0 | -11 | -6 | -9 | -2 | -5 | -6
Cc1ccc(OCCOC(=O)CCc2nc3ccccc3c(=O)[nH]2)cc1 | 1 | -2 | 4 | -6 | -6 | -11 | -1 | -7 | -2
CCN(CC)C(=O)CN(C#N)c1nc(Cl)nc(N(C)C)n1 | 0 | 1 | 1 | 6 | 21 | 1 | 0 | -12 | 4
CCn1c(C)nc2cc(C(=O)N/N=C(\C)c3ccccc3O)ccc21 | 2 | 0 | -3 | -9 | -36 | -15 | 1 | -16 | -8
C[C@@H]1NC(=O)c2cc([N+](=O)[O-])cc(F)c2NCCC[C@@H](C(N)=O)NC(=O)[C@H](CC(N)=O)NC1=O | 3 | -2 | 4 | . | -4 | 3 | 9 | -8 | 12
O=C(/C=C/c1ccc(F)cc1)NC(=S)Nc1ccccc1C(=O)NC1CCCCC1 | -5 | -3 | 3 | -5 | -2 | 12 | 1 | -4 | -1
Cc1cccc(C)c1N=Cc1c(O)n(-c2nccs2)c(=O)c2ccccc12 | 3 | 2 | 1 | -12 | 1 | -5 | 4 | -7 | 0
O=C(c1ccc(CNS(=O)(=O)c2ccccc2)cc1)N1CCN(c2ccccn2)CC1 | -6 | . | 4 | -16 | 1 | -12 | 6 | 5 | 20
Cc1ccc2[nH]c(C)c(CCNC(=O)c3cc4cc([N+](=O)[O-])ccc4oc3=O)c2c1 | 0 | 3 | 4 | . | 13 | 0 | 0 | -12 | 7
CC(Sc1nc2ccccc2c(=O)n1Cc1ccco1)C(=O)c1ccccc1 (configuration not stated) | 2 | 0 | 4 | -19 | -2 | 11 | 4 | 7 | 15
CCOC(=O)c1sc(Nc2ccc(C)cc2C)nc1C | -1 | 0 | 3 | -18 | -22 | 2 | 4 | -9 | -10
COc1cccc2cc(C(=O)N(Cc3cccs3)CC3CCCO3)c(=O)oc12 (configuration not stated) | 8 | -1 | 4 | -11 | -6 | 7 | 0 | 3 | 12
CCCC(=O)Nc1cc(C)c(NC(=O)C23CC4CC(CC(C4)C2)C3)cn1 | -1 | 0 | 0 | 0 | 0 | -15 | -1 | 1 | -21
CC(=O)Nc1ccc(NC(=O)C2CC(=O)N=C(N)S2)cc1 (configuration not stated) | -1 | 1 | -4 | -12 | 0 | 24 | 8 | -7 | -4
Cc1ccc(CNC(=O)C2CCCN(C(=O)N(C)C)C2)cc1 (configuration not stated) | 0 | 3 | -4 | -16 | 7 | -11 | 4 | -8 | 1
CN(C)CCN(C(=O)c1ccc(Br)s1)c1nc2cc3c(cc2s1)OCCO3 | 0 | 1 | -1 | -16 | 9 | 5 | 3 | -5 | 1
COc1ccc(-c2nc(C#N)c(NC(C)C)o2)cc1 | 3 | -1 | -1 | -17 | 1 | 2 | -8 | -9 | -10
O=C1c2ccccc2C(=O)N1CCCCSc1nc2ccccc2c(=O)n1CCCN1CCOCC1 | 0 | -8 | -14 | -6 | 12 | -40 | 1 | -15 | -17
CSCC[C@H](NC(=O)CCCn1nnc2ccccc2c1=O)C(=O)O | -2 | -2 | 0 | -1 | 5 | -15 | . | 0 | -5
